Compound activity (PubChem BioAssay)
CRE Fsk mod = alters forskolin-stimulated CRE reporter signaling in CHO cells; 71,000 compounds, 2.5% hits; Potency, µM (top dose mostly 38.2 µM), for the others: at the top dose activity change, negative = inhibition, most hits filed as activators; CHO CRE-bla reporter (cAMP response element driving beta-lactamase), forskolin EC10, beta-lactamase ratio; active = well fitted activation curve with a large enough effect in the signal ratio, with a control signal flat, not every such curve was filed as active; inconclusive = small, poorly fitted or top-dose-only effect, or effect the other way, or a change in a side signal; the % refers to the signal ratio; note: potency is the fitted concentration of half-maximal effect; % of control where 0% means no effect
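Beta-lactamase reporter under a cAMP responsive element in CHO cells; compounds tested in titration series against EC10 NKH 477, 3 h at 37 °C. Read-out: CCF4 FRET ratio 460nm/530nm (excitation 405nm) giving %Activity, fitted to AC50.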
4-MU autofl = compound fluoresces in the 4-MU spectral region. compound autofluorescence, 340/450 nm, 4-MU equivalents; stronger effect = higher value. max dye-equivalent concentration, M. 59,000 compounds, 11% hits; in the data active = max dye-equivalent concentration above about 10 nM; inconclusive = mostly about 1.1 nM to 9.6 nM
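Compounds in 100 mM Tris, pH 8.0, sat 15 min at room temperature before fluorescence was read at 340 nm excitation/450 nm emission; a per-plate six-point 4-MU standard curve converted signals to dye-equivalent concentration at each compound concentration.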
ERK AVP block = inhibitors of vasopressin-stimulated ERK signaling pathway. HEK293-V1b, vasopressin-stimulated pERK AlphaScreen. Potency, µM (highest dose often 57.5 µM), without a hit: at the highest dose activity, negative = inhibition, hits mostly inhibitors. 72,000 compounds, 0.99% hits; note: potency is the fitted concentration of half-maximal effect; % is set by controls: 0 for no effect and ±100 for the full control effect; nearly all actives have a fitted effect of over 55% in size
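Overnight-seeded V1b-HEK293 cells in 1% FBS got compound, then vasopressin (25 nM final, 5 min, 37C), then lysis buffer. AlphaScreen detection of phospho-ERK; activity normalized to basal and full-stimulation controls.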
HBB splice mod = hemoglobin beta splicing modulation | HBB splicing reporter cell assay, activation; EGFP reporter with mutant IVS2-654 intron; response scale: normalised to 500 nM splice-correcting PNA | Potency, µM (titrated, usually from 46.1 µM), for the others: top-dose activation, most hits filed as activators | 65,000 compounds, 0.06% hits | AID 925; note: potency is the fitted concentration of half-maximal effect; 0% is about no effect
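Compounds were applied for 2 days to HeLa EGFP-654 cells, 500/well in Optimem with 2% FCS. The reporter's EGFP is disrupted by mis-splicing of beta-globin intron IVS2-654. Readout: summed well GFP fluorescence from 488 nm laser scanning; reference was 500 nM antisense […] 654 PNA.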
Hsp90 Hop PPI = changes Hsp90-Hop TPR2A binding signal, up or down. AlphaScreen TPR2A-His6 binding biotin-Hsp90 C-terminal peptide. Potency, µM (top dose mostly 57 µM), inactives show top-dose activity change, negative = inhibition. 71,000 compounds, 0.44% hits. AID 595; active = well fitted curve in either direction with a large enough effect; inconclusive = small, poorly fitted or top-dose-only effect, or another doubt; note: potency is the fitted concentration of half-maximal effect; % is set by controls: 0 for no effect and ±100 for the full control effect; many of its hits are not listed in these tables
Epigenetic mod = epigenetic GFP locus derepression in mouse cells; mouse C127i GFP locus derepression, cytometry, 30 h; Potency, µM (series often up to 46.1 µM), without a hit: top-dose GFP derepression (activation); 68,000 compounds, 0.09% hits; AID 597; note: % of control where 0% means no effect
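Derepression screen: silenced CMV-GFP reporter in murine C127i cells, 30 h compound incubation at 37 C, washed cells imaged by laser-scanning cytometer to enumerate GFP-expressing objects of 20 to 120 um.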
Fluorescein autfl = compound autofluorescence in fluorescein spectral region; Compound autofluorescence, 480/540 nm, fluorescein-equivalent; stronger effect = higher value; max fluorescein-equivalent concentration, M; 59,000 compounds, 0.91% hits; AID 593; in the data active = max fluorescein-equivalent concentration above about 10 nM; inconclusive = between about 1.1 nM and that limit
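Values reflect compound autofluorescence, normalized to fluorescein on the same plate and reported at each tested concentration. Conditions: 100 mM Tris pH 8.0, room temperature, 15 min, excitation 480 nm, emission 540 nm.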
Luciferase inh = inhibitors of firefly luciferase; P08659; purified firefly luciferase, luminescence, 8 min; Potency, µM (doses to about 57.1 µM), for inactives: at the highest dose activity change, negative = inhibition, usual class: inhibitors; 72,000 compounds, 2.2% hits; AID 411; note: potency is the fitted concentration of half-maximal effect; % is set by controls: 0 for no effect and ±100 for the full control effect; nearly all actives have a fitted effect of over 40% in size
Target sequence (P08659 whole entry, looked up): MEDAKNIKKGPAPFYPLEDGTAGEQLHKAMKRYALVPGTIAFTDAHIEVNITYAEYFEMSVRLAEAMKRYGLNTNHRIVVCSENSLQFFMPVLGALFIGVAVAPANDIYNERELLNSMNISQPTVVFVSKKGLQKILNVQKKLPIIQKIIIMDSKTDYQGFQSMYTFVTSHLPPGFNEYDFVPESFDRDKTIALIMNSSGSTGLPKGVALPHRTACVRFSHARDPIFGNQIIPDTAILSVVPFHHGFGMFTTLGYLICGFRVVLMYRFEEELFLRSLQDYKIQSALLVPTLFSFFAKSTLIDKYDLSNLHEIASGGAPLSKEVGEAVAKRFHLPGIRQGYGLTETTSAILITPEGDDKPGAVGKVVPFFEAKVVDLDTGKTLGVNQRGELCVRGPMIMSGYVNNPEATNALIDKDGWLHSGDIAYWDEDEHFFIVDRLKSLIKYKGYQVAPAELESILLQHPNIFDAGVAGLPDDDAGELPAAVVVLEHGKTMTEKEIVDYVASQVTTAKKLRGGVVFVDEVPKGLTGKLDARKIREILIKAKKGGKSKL
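Here, luciferase activity is measured as luminescence following an 8 min room-temperature reaction at 10 uM ATP, pH 7.2. Every library sample is titrated.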
A350 fluor = compound fluoresces in the Alexa 350 spectral region. Compound autofluorescence, 340/450 nm, Alexa 350 dye-equivalents; stronger effect = higher value. max dye-equivalent concentration, M. 59,000 compounds, 11% hits. AID 590; in the data active = max dye-equivalent concentration above about 10 nM; inconclusive = mostly about 1.1 nM to 9.6 nM
Texas Red fluor = Texas Red region autofluorescence; max dye-equivalent concentration, M; 59,000 compounds, 0.06% hits; Compound fluorescence, Texas Red channel, 547/618 nm; stronger effect = higher value; AID 587; in the data active = max dye-equivalent concentration above about 10 nM; inconclusive = between about 1.1 nM and that limit
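qHTS profiling of intrinsic compound fluorescence; 100 mM Tris pH 8.0; 15 min RT; ex 547 / em 618 nm; response expressed as Texas Red dye-equivalent concentration from six-point plate standard.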
Ub-GFP proteasome = proteasome inhibitors stabilizing ubiquitin-GFP reporter; Ubiquitin-GFP reporter cells, proteasome inhibition, GFP fluorescence; response scale: untreated = 0%, 10 µM MG-132 = 100%; Potency, µM (series often up to 45.9 µM), without a hit: at the highest dose activation (GFP accumulation), actives largely listed as activators; 67,000 tested, under 10 active; AID 526; active = well fitted activation curve with a large enough effect, not every such curve was filed as active; inconclusive = small, poorly fitted or top-dose-only effect, or another doubt; inactive = no such curve, though single readings can be large or run the other way; note: potency is the fitted concentration of half-maximal effect
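Proteasome blockade was scored as a rise in GFP-expressing U2OS cells carrying a ubiquitin(G76V)-GFP construct, imaged after 4 hr compound treatment at 37 °C across a 46 uM–2.9 nM series.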
* hit, by the source's call; i = inactive; ? = inconclusive; · = not tested or not shown; [ ] = another dose, or the depositor's remark. Unless noted, calls come from the whole dose curve; as a rule, active = well fitted curve in the direction sought with a large enough effect; inconclusive = small, poorly fitted or top-dose-only effect, or another doubt; inactive = no such curve, though single readings can be large; an effect the other way counts as inactive or inconclusive. Only part of the results is shown, so the mix of outcomes need not match the whole.

SMILES | CRE Fsk mod | 4-MU autofl | ERK AVP block | HBB splice mod | Hsp90 Hop PPI | Epigenetic mod | Fluorescein autfl | Luciferase inh | A350 fluor | Texas Red fluor | Ub-GFP proteasome
CCOP(=O)(c1ccc(N(C)C)cc1)C(O)c1ccccc1OC (stereo unspecified) | -8.9% | i | 15.2% | 3.5% | ? | -2.6% | i | 1.5% | i | i | 10.0%
CCC(c1nnc(SCC(=O)NCC2CCCO2)n1Cc1ccccc1)N(C)C (stereo unspecified) | -0.9% | i | -15.6% | 0.2%[57.5 µM] | -4.6% | 2.5% | i | 2.1% | i | i | 2.3%
COc1ccc2nc(C)cc(C(=O)O)c2c1 | 8.6% | 7.42e-08M* | 6.8% | · | 0.5% | -0.7% | i | 0.0% | 7.09e-08M* | i | 2.3%
O=C(O)CCCCCNc1nc(=S)[nH]c2ccccc12 | 0.2% | 8.47e-06M* | 1.2% | -1.7%[0.369 µM] | -4.2% | 2.2% | i | -0.1% | 1.45e-05M* | i | -10.2%
Cc1cc2c(=O)n(CC(=O)N3CCN(c4ccccc4)CC3)cnc2s1 | ? | i | -4.0% | -5.5% | -8.9% | -1.2% | i | 2.7% | i | ? | 11.7%
CCn1cc(C(=O)NC2CC3CCC2C3)c(=O)c2ccc(C)nc21 (stereo unspecified) | 5.9% | i | 1.8% | · | -3.5% | 0.0% | i | 3.5% | i | i | 3.2%
CC(NC(=O)c1cc2ccccc2o1)c1cccs1 (stereo unspecified) | -11.5% | i | -0.3% | -0.8% | -8.0% | 1.1% | ? | -3.3% | i | i | 4.9%
Cc1ccccc1-n1nc(C)c2cc(C(=O)N3CCN(S(=O)(=O)c4ccc(F)cc4)CC3)sc21 | 26.2% | i | -15.1% | -2.6% | -2.0% | 0.0% | i | 1.3% | ? | i | 11.0%
CCOC(=O)N1CCC(N2CC34C=CC(O3)C(C(=O)Nc3ccc(C)cc3)C4C2=O)CC1 (stereo unspecified) | 5.3% | · | 1.3% | -0.5% | -1.2% | -3.4% | · | 1.3% | · | · | 9.2%
COCC(=O)N1CCC[C@@]2(CCN(c3ccccn3)C2)C1 | -4.6% | i | 3.7% | 1.9% | -2.6% | 2.3%[9.22 µM] | i | -0.3%[11.4 µM] | i | i | -10.6%
COc1ccc(-n2c(N)c(C(=O)NCC3CCCO3)c3nc4ccccc4nc32)c(OC)c1 (stereo unspecified) | ? | 8.05e-07M* | ? | -2.5%[57.5 µM] | ? | 0.0% | ? | 0.2% | 1.09e-06M* | i | 4.6%
Cc1ccnc(-n2c(CCN3C(=O)c4ccccc4C3=O)nc3ccccc3c2=O)c1 | ? | i | -11.7% | 1.3% | 0.1% | 3.4% | i | -0.2% | i | i | 2.7%
CC(C)n1c(NCc2cc(Cl)ccc2O)nc2ccccc21 | ? | · | -2.6% | -0.8% | 1.7% | -2.3% | · | -1.2% | · | · | -1.6%
Cc1cc(OCC(=O)Nc2ccc3c(c2)OCCO3)ccc1Cl | 0.1% | i | ? | -0.4%[57.5 µM] | 1.5% | -1.0% | i | 7.4% | i | i | -1.7%
Cc1ccc(-n2c(SCC(=O)N3CCOCC3)nnc2-c2ccncc2)cc1 | -1.2% | i | -2.5% | -1.0% | 0.1% | 0.6% | ? | -1.8% | i | i | 1.0%
COC(=O)C1C(=O)C2=C(CC1C)NC(C)=C(C(=O)OCCOc1ccccc1)C2c1ccc(C)o1 (stereo unspecified) | 10.3% | ? | 9.5% | -1.2% | 0.9% | 2.3% | i | 0.0% | ? | i | 1.3%
NC(=O)COc1ccc(=O)n(-c2ccccc2)n1 | -1.8% | · | -14.6% | 0.0% | -6.0%[2.3 µM] | · | · | 3.9% | · | · | -8.6%
COC(=O)C1=C(CN2CCSCC2)NC(=O)NC1c1cc(C)ccc1C (stereo unspecified) | 17.6% | i | -10.9% | -0.1% | -11.1% | 5.1% | i | -1.3% | i | i | 2.7%
CCOC(=O)Nc1nnc(-c2ccc(OC)c(OC)c2)s1 | ? | ? | -20.4% | 0.2%[57.5 µM] | -3.1% | -0.6% | ? | 1.6% | 1.05e-08M* | i | -0.8%
Cc1cc(C(F)(F)F)c2c(=O)[nH]c(=O)n(Cc3ccccc3)c2n1 | ? | i | -14.8% | -2.7% | -1.9% | 3.3% | ? | 0.4% | i | i | -6.2%
O=C(c1cc(-c2cccs2)on1)N1CCOCC1 | ? | i | 2.1% | 0.5% | -0.7% | 1.0% | i | ? | i | i | 7.1%
Cc1onc(-c2ccccc2)c1C(=O)Nc1nnc(COc2ccc(Cl)cc2)s1 | 3.5% | i | -22.8% | -1.3% | -0.5% | -2.1% | i | -2.8% | i | i | 0.0%
O=C(O)C(Cc1ccccc1)n1cccc1 (stereo unspecified) | ? | i | -0.6% | 0.1% | -14.0% | 1.2% | i | 0.9% | i | i | 2.7%
O=S(=O)(NCc1ccccc1Cl)c1cnc[nH]1 | -12.9% | i | 19.2% | -0.4% | -1.3% | 3.1% | i | 1.3% | i | i | 8.0%
Cc1cc2ccccc2n1CCNC(=O)C1CC1 | 12.6µM* | · | · | -0.6% | -1.6% | · | · | 1.5% | · | · | -7.1%
Going on with the list:
SMILES | CRE Fsk mod | 4-MU autofl | ERK AVP block | HBB splice mod | Hsp90 Hop PPI | Epigenetic mod | Fluorescein autfl | Luciferase inh | A350 fluor | Texas Red fluor | Ub-GFP proteasome
O=C(c1cccc(F)c1)N1CCC2(CC1)CCN(c1ccncc1)CC2 | 14.2% | i | 5.8% | 4.1% | 0.2% | 0.1%[9.22 µM] | i | 0.2%[11.4 µM] | i | i | 2.4%
Nc1ccc(S(=O)(=O)NCCS(=O)(=O)O)cc1 | -2.9%[7.6 µM] | i | -5.3%[11.5 µM] | 2.8%[9.22 µM] | 0.6%[11 µM] | -5.7%[9.22 µM] | i | 1.4%[11.4 µM] | i | i | -7.3%[9.17 µM]
O=C(C(NS(=O)(=O)c1cccs1)c1ccccc1)N1CCN(c2ccccc2)CC1 (stereo unspecified) | -16.4% | i | -8.2% | 0.7% | -6.9% | 0.2% | ? | -0.8% | i | ? | 1.0%
COc1ccc(S(=O)(=O)Cc2ccc(C(=O)NCc3cccs3)o2)cc1 | 2.0% | · | -14.1% | 0.4% | -1.8%[2.3 µM] | · | · | 3.4% | · | · | -14.3%
CCNS(=O)(=O)c1ccc(NC(=O)Nc2cccc(C(F)(F)F)c2)cc1 | ? | i | ? | -1.6% | -6.1% | -2.7% | ? | -21.6% | i | i | 3.6%
O=C(NCC(=O)N(c1cccnc1)C(C(=O)NCc1ccco1)c1ccccc1)c1ccco1 (stereo unspecified) | -4.3% | i | -4.7% | 0.1%[57.5 µM] | -1.6% | -2.3% | i | 1.0% | i | i | 1.0%
O=C(Nc1ccccc1N1CCCC1)c1cc2ccccc2o1 | 7.4% | ? | -2.7% | 1.6% | -5.1% | 1.7% | i | ? | ? | i | 4.0%
CCCCn1c(=N)n(CC(=O)C(C)(C)C)c2ccccc21 | ? | i | 1.3% | -0.2% | -1.4% | 5.7% | i | 1.4% | i | i | 0.7%
CCCCOc1ccc(-c2nnn(CCC(=O)N3CCOCC3)n2)cc1 | ? | i | 11.4% | -0.4% | -2.5% | -1.2% | ? | 6.31µM* | i | ? | -4.7%
N#Cc1ccc(CSc2nnc(-c3ccccn3)n2-c2ccc(Cl)cc2)cc1 | -9.2% | i | 8.3% | -2.2%[57.5 µM] | -5.6% | -2.2% | i | 3.8% | i | i | 0.7%
CCOc1ccccc1NC(=O)C1CCN(S(=O)(=O)c2c(C)nn(C)c2C)CC1 | -6.1% | · | -0.8% | -0.5% | 1.6% | -5.0% | · | 0.2% | · | · | 2.9%
CCC(=O)c1cn(CC(=O)NCC2CCCO2)c2ccccc12 (stereo unspecified) | 1.0% | i | 10.7% | · | 3.3% | 2.4% | ? | -0.6% | i | i | 1.9%
COC(=O)c1ccc(C(=O)OC)nc1 | 7.1% | ? | ? | -1.2% | -1.9% | 2.2% | i | -0.2% | ? | i | 14.3%
COc1ccc(N(CC(=O)Nc2cccc(N(C)S(C)(=O)=O)c2)S(C)(=O)=O)cc1OC | -1.6% | i | -19.1% | -0.5% | -5.2% | 0.0% | i | 1.0% | i | i | 0.0%
O=C(Cn1cnc2ccccc21)OCC(=O)N1CCCc2ccccc21 | 9.6% | i | -25.7% | 0.1%[57.5 µM] | -2.3% | 1.9% | ? | 1.2% | i | i | -2.0%
Cn1nc(SCC(=O)O)sc1=S | 20.9% | i | -8.5% | 2.0%[1.84 µM] | -2.9% | 0.5% | i | 2.6% | i | i | 7.1%
COc1cccc(Nc2ncccc2C(=O)NCc2ccccc2)c1 | -7.1% | i | -13.3% | 2.2% | -5.7% | ? | ? | -5.7% | ? | i | 0.4%
COc1ccc(N2C(=O)C3CCCN3C2c2cccc(OC)c2OC)cc1 (stereo unspecified) | -9.1% | · | 8.7% | -0.9% | ? | -3.4% | · | 1.5% | · | · | 0.2%
COc1ccc(-n2c(=O)c(-c3ccccc3)nc3cncnc32)cc1 | -9.5% | i | ? | 3.9% | -10.6% | -2.7%[9.22 µM] | i | 0.1%[11.4 µM] | i | i | 6.0%
Cc1ccc(-n2ncc3c(=O)n(Cc4cccnc4)cnc32)cc1 | 11.8% | i | -22.7% | · | -3.0% | 2.4% | i | 0.7% | i | ? | -5.8%
